NCI-60 one-dose screen, 48 h, at 10 µM unless noted. Numbers give growth in % (100 = growth as untreated, 0 = no growth, -100 = all killed).
HL-60(TB): HL-60(TB) leukemia cells; 78,000 tested, 9% active; AID 1794776; active means growth percent below 10
Numbers without * were called inactive; & = joins results of further samples; [ ] = another dose, or the depositor's remark. This is a subset (hit frequency here may not be typical).

Start of the data: the first 2 entries (preview)
SMILES	HL-60(TB)
CC1=C2[C@@H](CC1)[C@]1(C)O[C@@](c3ccccc3)(C[C@H]1OC(=O)CO)[C@H]2OC(=O)/C=C/c1ccccc1	88
COc1cccc(-c2nn(-c3ccccc3)cc2-c2ccnc(-c3cccnc3)c2)c1	57

The list itself, from the start:
SMILES	HL-60(TB)
CC1=C2[C@@H](CC1)[C@]1(C)O[C@@](c3ccccc3)(C[C@H]1OC(=O)CO)[C@H]2OC(=O)/C=C/c1ccccc1	88
COc1cccc(-c2nn(-c3ccccc3)cc2-c2ccnc(-c3cccnc3)c2)c1	57
COc1cc(/C(C)=C(\c2ccc(Cl)cc2)c2ccc(OCCN3CCOCC3)cc2)ccc1F	85
CCOC(=O)Cn1c(=O)c2nnc(C)n2c2ccccc21	101
COc1ccc(/C=C/[C@H]2O[C@@H](C)[C@H](O)[C@@H]2O)c(OC)c1	87
[O-][N+]1(CCc2ccccc2)CCCCC1	103
CC(C)(C)OC(=O)NC(CSCc1ccccc1)C(=O)ON1C(=O)CCC1=O (stereo unspecified)	71
CC12CCCC(=O)C1CC/C(=C\c1ccco1)C2=O (stereo unspecified)	95
CC(C)CNCC(=O)Nc1ccc(-c2ccc(NC(=O)CNCC(C)C)cc2)cc1	63
CNC(=O)[C@H](O)[C@@H](N)Cc1ccccc1	102
O=C(O)c1ccccc1Nc1cccc([N+](=O)[O-])c1	99
COC(=O)C[C@](O)(CCCC(C)(C)O)C(=O)O[C@@H]1C(OC)=C[C@]23CCC(=O)N2CCc2cc4c(cc2[C@H]13)OCO4	101
c1csc(-c2[nH]nc3c2CCc2ccccc2-3)c1	132
Cc1nc2cc(Nc3nc(Nc4ccc(F)cc4)nc(-c4ccc(Cl)cc4)n3)ccc2n1Cc1ccccc1	-30*
COc1ccc(C2CC(c3ccc(Nc4nc(Nc5ccc(F)cc5)nc(Nc5ccc(F)cc5)n4)cc3)=NN2C(C)=O)cc1 (stereo unspecified)	17

Next section; the last 4 above are carried over.
SMILES	HL-60(TB)
COC(=O)C[C@](O)(CCCC(C)(C)O)C(=O)O[C@@H]1C(OC)=C[C@]23CCC(=O)N2CCc2cc4c(cc2[C@H]13)OCO4	101
c1csc(-c2[nH]nc3c2CCc2ccccc2-3)c1	132
Cc1nc2cc(Nc3nc(Nc4ccc(F)cc4)nc(-c4ccc(Cl)cc4)n3)ccc2n1Cc1ccccc1	-30*
COc1ccc(C2CC(c3ccc(Nc4nc(Nc5ccc(F)cc5)nc(Nc5ccc(F)cc5)n4)cc3)=NN2C(C)=O)cc1 (stereo unspecified)	17
C=C(C)C(=O)O[C@H]1C[C@@]2(C)OC(=CC2=O)[C@H](C)[C@H](O)[C@H]2OC(=O)C(=C)[C@@H]21	14
CCC(O)(CN)c1ccccc1 (stereo unspecified)	101
Nc1ncnc2c1ncn2CCOc1nc(Oc2ccccc2C(=O)O)cc(-c2ccco2)n1	97
COC(=O)[C@@H](Cc1ccccc1)NC(=O)[C@H](Cc1ccccc1)NCc1cccc(O)c1	88
C=C1C(=O)O[C@@H]2C3C(=C(C)CC[C@@H]12)CC1O[C@]13C (stereo partly specified)	78[6.75 µM]
CCOC(=O)C1NN(c2ccc(S(N)(=O)=O)cc2)c2nc3nc(-c4ccc(OC)cc4)cc(-c4cccs4)c3c(=O)n21 (stereo unspecified)	92
O=C1/C(=C/c2ccccc2F)CNC/C1=C\c1ccccc1F	-43*
O=C(CSc1nnc(-c2ccc3nc(-c4ccccc4)[nH]c3c2)o1)Nc1ccc(Br)cc1	51
Clc1ccc(CNc2c3ccccc3nc3ccccc23)cc1	45
CCOC(=O)c1cc(Cl)ccc1NS(C)(=O)=O	98
O=C(O)c1cc(N2C(=O)/C(=C\c3ccc(-c4ccccc4F)o3)SC2=S)ccc1O	100
COc1ccccc1CNCCCN1C(=O)c2ccc3c4c(ccc(c24)C1=O)C(=O)N(CCCNCCCCNCCCN)C3=O	-54*
CN(C)CCN1c2ccccc2Sc2ccc3ccccc3c21	91
COc1ccc2c(c1)/C(=C\c1c[nH]c3ccc(F)cc13)C(=O)N2	88
CCCC(=O)c1ccc2ccccc2c1O	97
C/C=C(\C)C(CC)(C(=O)OCC)C(=O)OCC	82
Oc1ccc(/C=N/Nc2nc(N/N=C/c3ccc(O)c(O)c3)nc(N3CCCCC3)n2)cc1O	102
O=c1[nH]c2ccc(Oc3ncccn3)cc2c(=O)n1Cc1cccc(NS(=O)(=O)c2cccc(Cl)c2)c1	91
CNc1nc(-c2ncccc2C)nc2sccc12	70
CC[C@@H](C(=O)[C@@H](C)[C@@H](O)[C@H](C)[C@@H]1O[C@@H]([C@@H](CC)C(=O)ONC(=O)c2ccccc2O)CC[C@@H]1C)C1O[C@]2(C=CC(=O)[C@]3(CC[C@@](C)([C@H]4CC[C@](O)(CC)[C@H](C)O4)O3)O2)[C@H](C)C[C@@H]1C (stereo partly specified)	-46*
CC(=O)N1C(=O)C(C(C)=O)(C(C)=O)c2ccccc21	114
O=C(Nc1ccc(OCc2nnc(-c3ccc(Cl)cc3)o2)c(F)c1)c1ccc(Cl)c(Cl)c1	85
Cn1cnc([N+](=O)[O-])c1S(=O)(=O)Nc1ccccc1	81
O=c1cc(-c2ccccc2)oc2cc(OCCCCNCc3ccccc3)cc(O)c12	-66*
C=C(c1ccc(F)cc1)C1CC1	99
CS(=O)(=O)Nc1ccc(C(=O)NC(C(=O)NO)c2ccc(C3CC3)cc2)cc1 (stereo unspecified)	101
O=C(N/N=C1\c2ccccc2-c2cccc(C(=O)O)c21)c1ccccc1	103
Clc1cccc(Cl)c1COc1ccc(Nc2ncnc3onc(-c4ccccc4)c23)cc1	99
c1ccc2c(c1)ncn2-c1ccnc(NCCc2ccncc2)n1	84
CC(C)c1cc(-c2nc3ccc(Cl)cc3[nH]2)no1	42
CCOc1ccc(NC(=O)c2ccoc2COc2ccc(C)cc2)cc1	91
CCC(CC)C(=O)OCCCCOC(=O)C(CC)CC	105
CC(C)c1ccc(C(=O)Nc2sc3cc(O)ccc3c2C#N)cc1	-6.2*
CC/C=C\C[C@H]1C/C=C2/C(=O)C=C[C@@H]2C/C=C\CCCC(=O)O1	-27*
COc1ccc(Nc2ncnc3sc4c(c23)CCN(Cc2ccccc2)C4)cc1	68
COc1cccc(N2C(=O)/C(=C/C3=Cc4ccccc4OC3)SC2=S)c1	87
O=C1CCCC2CCCCN12 (stereo unspecified)	99
Cn1c(=O)[nH]c2nc(SCC(=O)Nc3ccc(C(=O)/C=C/c4ccc(Cl)cc4)cc3)[nH]c2c1=O	105
Brc1ccc(/C=N\N=c2\scc(-c3ccc(Br)cc3)n2/N=C/c2ccc(Br)cc2)cc1	91
CC[C@]12C=CCN3CC[C@@]4(c5ccc(OC)cc5N(C)[C@H]4[C@@](O)(C(=O)OC)[C@@H]1OC(=O)CCN1CCc4ccccc4C1)[C@@H]32	80
COc1ccc(C(=O)C[n+]2cccc(Br)c2)cc1	96
CSc1ccc(C(=NNS(=O)(=O)c2ccc(C)cc2)c2ccc(Cl)cc2)cc1	97
COc1cc2[nH]c(=O)c3c4ncccc4cn3c2cc1OC	93
O=C(Nc1cccc(Cl)c1)Nc1cc2ncncc2cc1OCc1cccc(F)c1	7.5*
O=C1NC(=S)NC(=O)C1=Cc1cn(-c2ccccc2)nc1-c1cc2ccccc2o1	85
NC(=S)NNC(=O)c1ccncc1	95
CP(C)(=S)P(C)(C)=S	83
COc1ccc(/C=N\NC(=O)c2cnn(CC(O)c3ccccc3)c2N)cc1OCc1cccc(F)c1 (stereo unspecified)	85
CCOC(=O)C1=NCCNC1=O	92
COc1ccc(NC(=O)c2ccc(Cl)cc2)cc1	96
CCOc1ccccc1[C@H]1C(C(=O)c2ccc(Cl)cc2)C2(N[C@@H]1c1ccccc1)C(=O)Nc1ccccc12 (stereo partly specified)	-35*
CCOC(=O)C1CCCC1=O (stereo unspecified)	86&85
CCCCOc1ccccc1[N+](=O)[O-]	118
N#CC1=C(N)Oc2c(sc3c(Br)cccc23)C1c1ccc(Br)cc1 (stereo unspecified)	6.1*
CC(Cl)(CCl)CS(=O)(=O)c1ccc(Cl)cc1 (stereo unspecified)	87
Cc1ccccc1Nc1cc(=O)[nH]c(N)n1	99
C=CC(=O)OCCCCCCC	109
O=C1Nc2ccc(Cl)cc2C12NCCc1cc(O)c(O)cc12 (stereo unspecified)	103
CC(C)(C)n1cc(-c2ccnc(NCCNS(=O)(=O)c3ccc(Br)cc3)c2)c(-c2cccc(F)c2)n1	85
Cc1cc([N+](=O)[O-])ccc1NC(=O)OC(C)C	111
(cont.)
SMILES	HL-60(TB)
CCCCCN(CCCCC)CC(=O)c1ccc2cc(Br)c3ccccc3c2c1	100
CC(=O)O[C@H]1CC[C@@]2(C)C(=CC[C@@H]3[C@@H]2CC[C@]2(C)C(Cl)=C(c4nc5ccccc5[nH]4)C[C@@H]32)C1	66
O=C1C2CC(O)Cc3cc(F)ccc3N2C(=O)CN1CCO (stereo unspecified)	94
CC(=O)Oc1ccccc1OC(C)=O	11
Oc1ccc2c(c1)OCO2	93
O=C(Nc1ccccc1)Nc1ccc(C(=O)/C=C/c2ccc(N3CCCCC3)cc2)cc1	102
O=C(NNCc1ccccc1)c1ccccn1	95
CC(C)CCC[C@@H](C)[C@H]1CC[C@H]2[C@@H]3C[C@@H]4O[C@@]45C[C@@H](O)CC[C@]5(C)[C@H]3CC[C@]12C	97
COC(=O)C(C)C1Sc2ccccc2NC1=O (stereo unspecified)	111
O=C(Nc1nc2ccc(Cl)cc2s1)c1ccc(Cl)cc1	101
Cc1cc(N2CCN(C3CCCC3)CC2)n2c(nc3ccccc32)c1C#N	115
Cc1ccc2nc(C)[nH]c2c1	103
O=C(O)C1C=CCC(C(=O)O)C1 (stereo unspecified)	105
CC(C)N(CCOC(=O)Nc1cccc(Cl)c1)C(C)C	104
O=C(C[P+](c1ccccc1)(c1ccccc1)c1ccccc1)C[P+](c1ccccc1)(c1ccccc1)c1ccccc1	-44*
CCCCC1(CC)COC(C)(c2ccccc2)OC1 (stereo unspecified)	101
COc1cc2[nH]c(C(=O)c3ccc(Cl)cc3)cc2c(OC)c1OC	80
COc1ccc(S(=O)(=O)N2CCN(c3nccc(-c4c(-c5cccc(F)c5)nc5sccn45)n3)CC2)cc1	99
COC1=C(NC2CCCCC2)C(=O)C(OC)=C(NC2CCCCC2)C1=O	79
COc1ccc(-c2nc(N3CCN(C(=O)C4CCCCC4)CC3)c3c4c(sc3n2)CCCC4)cc1	39
CCCCCC(O)C1C(=O)OC(C)C(O)/C=C/C=C/C=C/C=C/C=C(\C)C(O)C(O)C(O)CC(O)CC(O)CC(O)CC(O)CC1O (stereo unspecified)	136
CC(c1ccc(Cl)cc1)N(CCN(C)C)c1ccccn1 (stereo unspecified)	98
CCCC(O)C(CC)CO (stereo unspecified)	97
C/C(=C(/c1ccc(O)cc1)c1ccc(Cl)cc1)c1ccccc1	-21*
CC1=C(C#N)C(=O)NC1(C)O (stereo unspecified)	99
OCCN(CCO)CC(O)c1cc(-c2ccccc2)nc2ccccc12 (stereo unspecified)	90
CCOC(=O)C(=O)Cc1cnc2ccccc2n1	94
CN(C)c1ccc(N=Nc2ccc(S(=O)(=O)O)cc2)cc1	133&93
Cn1c(=O)c2[nH]c(CC(=O)O)nc2n(C)c1=O	110
CON(C)C(=O)c1cc(-c2ccc(Cl)cc2)n(-c2ccc(S(C)(=O)=O)cc2)n1	84
CC1(C)CC(=O)CC(C)(C)N1O	105
COc1ccc(C(=O)/C=C/c2cccc(Nc3ccnc4cc(Cl)ccc34)c2)cc1	52
CCOC(=O)C(C#N)C(C#N)c1ccccc1 (stereo unspecified)	92
Cc1cccc2c(Nc3ccc(NS(C)(=O)=O)cc3)c3ccc([N+](=O)[O-])cc3nc12	-27*
Cc1nc(Nc2ccc(NC(=S)Nc3ccccc3)cc2)nc2nc(SCc3ccccc3)[nH]c(=O)c12	76
c1ccc(CSc2ncnc3n[nH]nc23)cc1	100
NC1(N)C=CC2=C(C=C1)C1(N)C3=C(C=CC(N)(N)C=C3)N2C2(N)C3=C(C=CC(N)(N)C=C3)N1C1=C2C=CC(N)(N)C=C1	-2.7*
COc1ccc(/C=C/c2nc(Nc3ccc(S(=O)(=O)NC(C)=O)cc3)c3ccccc3n2)cc1	86
CC[n+]1ccc(C(=O)OC)cc1	75
CC1(c2ccccc2)C(=O)NC(=O)NC1=O	100
N#C/C(=C\c1ccc(-c2ccc(Cl)cc2)o1)c1ccc(Cl)cc1	96
Nc1cc(Cl)ccc1N1C(=O)C=CC1=O	101
O=C1c2cccc3cccc(c23)C(=O)N1c1nccs1	80
Cc1[nH]c(C2CC(c3cccs3)=NN2c2ccccc2)c(C)c1C(=O)NCC(F)(F)F (stereo unspecified)	100
COc1ccc(/C=C/C(=O)c2cc3c(N)c(C(=O)Nc4ccccc4)sc3nc2C)cc1	2.9*
C[N+]1=C(/C=C/c2ccc(N)cc2)C(C)(C)c2ccccc21	70
Cc1c(F)cccc1NC(=O)c1sc2nc3c(cc2c1N)CCCC3	66
Cn1cc(-c2nc(-c3cccnc3)cs2)c2cc(F)ccc21	95
COc1ccc(O)c(-c2cc(-c3ccccc3)c(C#N)c(=O)[nH]2)c1	112

Copied from the list.
`C[N+]1=C(/C=C/c2ccc(N)cc2)C(C)(C)c2ccccc21` in HL-60(TB) shows 70
`Cn1cc(-c2nc(-c3cccnc3)cs2)c2cc(F)ccc21` in HL-60(TB) shows 95
`Cc1c(F)cccc1NC(=O)c1sc2nc3c(cc2c1N)CCCC3` in HL-60(TB) shows 66
`COc1ccc(O)c(-c2cc(-c3ccccc3)c(C#N)c(=O)[nH]2)c1` in HL-60(TB) shows 112

Laid out differently: results already given.
Molecule | HL-60(TB)
C[N+]1=C(/C=C/c2ccc(N)cc2)C(C)(C)c2ccccc21 | 70
Cc1c(F)cccc1NC(=O)c1sc2nc3c(cc2c1N)CCCC3 | 66
Cn1cc(-c2nc(-c3cccnc3)cs2)c2cc(F)ccc21 | 95
COc1ccc(O)c(-c2cc(-c3ccccc3)c(C#N)c(=O)[nH]2)c1 | 112

Screens from PubChem.
